Screens (PubChem BioAssay)
CRFBP-R2 block = CRF-BP/CRF-R2 complex antagonism | HEK293 CRF-R2/CRF-BP, CRF-induced calcium fluorescence | inhibition, % at 11.8 µM | 0.59% of 350,000 active | AID 588475;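 active means inhibition of the ligand-induced calcium signal above about 50% at the single tested concentration, limit read from the data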
IMP-1 inhibitor = blocks Pseudomonas aeruginosa IMP-1 metallo-beta-lactamase | purified IMP-1, nitrocefin hydrolysis, epi-absorbance fluorescence | inhibition, % at 5.6 µM | 0.45% of 290,000 active | AID 1556;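 active means inhibition above the mean plus 3 SD of all compounds in the same screening run, cut at about 4.5% in these data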;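 further: 0% = IMP-1 with DMSO and 100% = DMSO wells lacking enzyme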
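System – purified recombinant IMP-1 beta-lactamase · Input – IMP-1 dispensed at 0.2 nM · Timing – 15 min preincubation plus 25 min reaction at 25 °C · Signal – Epi-absorbance fluorescence, 480 nm excitation, 530 nm emission · Measure – percent IMP-1 inhibition derived from blank-referenced optical density · Controls – Enzyme-plus-DMSO low control, enzyme-free DMSO high control · Replication – singlicate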
GalR3 antag = human GalR3 antagonism | O60755 | HEK293 GalR3-CNG cAMP membrane potential fluorescence; galR3 body fused to GalR1 C-terminus | inhibition, % at 3 µM | 0.44% of 360,000 active | AID 651719;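 active means inhibition above the screen-wide average plus 3 SD, cut at about 13% in these data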;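 further: forskolin and galanin both at EC90 stimulate the cells; cAMP rise reported by CNG channel membrane potential dye signal; 0% = forskolin plus galanin with DMSO and 100% = forskolin alone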
Target sequence (O60755 1-299 limits assumed): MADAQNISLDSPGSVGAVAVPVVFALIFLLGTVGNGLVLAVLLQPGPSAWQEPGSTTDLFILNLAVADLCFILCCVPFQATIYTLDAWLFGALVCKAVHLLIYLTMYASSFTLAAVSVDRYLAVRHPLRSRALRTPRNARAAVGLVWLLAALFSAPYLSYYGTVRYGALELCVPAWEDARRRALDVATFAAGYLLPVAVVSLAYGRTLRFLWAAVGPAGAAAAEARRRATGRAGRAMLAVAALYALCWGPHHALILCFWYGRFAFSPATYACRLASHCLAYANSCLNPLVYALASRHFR
NS3 helicase inh = HCV NS3 helicase inhibition; 0.56% of 290,000 active; inhibition, % at 10.9 µM; AID 1800; NS3 helicase DNA unwinding, Cy5 molecular beacon fluorescence;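 active means inhibition above the mean of all tested compounds plus 3 SD, set per campaign, cut at about 35% in these data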;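 further: 0% = DMSO wells and 100% = thioflavine S control wells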
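System: HCV NS3 helicase fragment; control set: DMSO and thioflavine S; technique: Cy5 fluorescence at 0 and 60 min, beacon hairpin quenching; reagent: beacon DNA duplex substrate plus ATP; replicates: singlicate; schedule: 1 h reaction at 25 °C, ATP-initiated; medium: MOPS buffer pH 6.5 with MgCl2, DTT, Tween20, BSA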
VIM-2 inhibitor = blocks Pseudomonas aeruginosa VIM-2 metallo-beta-lactamase; purified VIM-2, nitrocefin hydrolysis, epi-absorbance fluorescence; inhibition, % at 5.6 µM; 0.89% of 290,000 active; AID 1527;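 active means inhibition above the mean of all tested compounds plus 3 SD, cutoff set per screening run, cut at about 7.5% in these data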;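 further: red hydrolysis product quenches plate fluorescence so inhibitors raise well fluorescence; 0% = enzyme with DMSO and 100% = DMSO without enzyme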
IDE cell activ = IDE (human) activation, cell-based | P14735 | HEK cells, FAbeta-B cleavage, fluorescence polarization; 0% vehicle, 100% cell-free pure enzyme wells | activation, % at 5.96 µM | 0.073% of 340,000 active;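 active means activation above the mean of all tested compounds plus 3 SD, set per screening campaign, cut at about 17% in these data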
IDE inh = inhibits human insulin-degrading enzyme in HEK cells; 0.41% of 320,000 active; inhibition, % at 5.59 µM; FAbetaB cleavage, fluorescence polarization; P14735;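 active means percent inhibition above the average of all tested compounds plus 3 SD, set per screening campaign, cut at about 16% in these data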;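 further: IDE supplied by intact live HEK cells; FP after avidin binding of uncleaved biotin substrate so inhibition keeps polarization high; 0% = DMSO wells and 100% = 60 µM reference IDE inhibitor Ii1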
UBC9 SUMO inh = SUMOylation inhibition; 0.36% of 290,000 active; inhibition, % at 35 µM; AID 2006; HTRF SUMOylation assay, SAE1/SAE2 + UBC9, in vitro; in the data active means inhibition above about 50%, passing the limit was not always enough; further: strong numbers were not always called active
Target sequence (P63279 whole entry, looked up): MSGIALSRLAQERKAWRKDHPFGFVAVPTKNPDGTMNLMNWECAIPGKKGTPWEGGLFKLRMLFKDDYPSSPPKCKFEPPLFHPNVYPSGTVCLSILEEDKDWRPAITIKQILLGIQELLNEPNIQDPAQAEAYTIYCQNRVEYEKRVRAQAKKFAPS
p-CIP stab down = p/CIP protein destabilization | decrease of EGFP signal, % at 10 µM | AID 1984 | 0.01% of 290,000 active | F442A p/CIP-EGFP cells, EGFP fluorescence, 16 h;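 active means EGFP signal decrease of at least 30% at 10 µM or well 3 SD below plate mean, unless failing retest; inactive means the rest, including hits failing retest or dose response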; further: some compounds called inactive have numbers as strong as hits; many of its hits are not listed in these tables
An asterisk follows results filed as active.

`Cc1cc(C(=O)COc2nncc3ccccc23)c(C)n1C` gave CRFBP-R2 block -22.1, IMP-1 inhibitor 0.2, GalR3 antag -3.9, NS3 helicase inh 7.4, VIM-2 inhibitor 0.5, IDE cell activ -1.4, UBC9 SUMO inh 10.4 and p-CIP stab down -6.6.
Screening Clc1ccc2c(c1)c1cc(Cl)ccc1n2CN1CCOCC1 returned CRFBP-R2 block -30.5, IMP-1 inhibitor -2.1, GalR3 antag -4.0, NS3 helicase inh -19.0, VIM-2 inhibitor -0.9, IDE cell activ 0.3, IDE inh 11.0, UBC9 SUMO inh -14.7 and p-CIP stab down 15.2.
COc1ccc(-c2nc(N)c(C#N)c(-c3cccnc3)c2C)cc1 was read as CRFBP-R2 block -5.2, IMP-1 inhibitor -3.6, GalR3 antag -2.6, NS3 helicase inh 4.3, VIM-2 inhibitor -0.5, IDE cell activ -0.1, IDE inh -0.5, UBC9 SUMO inh 16.2 and p-CIP stab down -2.6.
For CCNC(=S)Nc1cccc(NC(=O)c2ccccc2O)c1 the results were CRFBP-R2 block -3.9, IMP-1 inhibitor -1.5, GalR3 antag 1.9, NS3 helicase inh 3.1, VIM-2 inhibitor -3.1, IDE cell activ 3.0, IDE inh 5.5, UBC9 SUMO inh 19.4 and p-CIP stab down -9.7.
For CCOc1cc(C(=O)Nc2ccccc2N2CCOCC2)ccc1OCC(=O)N1CCOCC1 the results were CRFBP-R2 block -2.0, GalR3 antag -3.7, IDE cell activ 4.3 and IDE inh 0.5.
For CCc1nnc(NS(=O)(=O)c2ccc(NC(=O)CCC(=O)O)cc2)s1 the results were CRFBP-R2 block 9.7, IMP-1 inhibitor 0.2, GalR3 antag -3.3, NS3 helicase inh 4.4, VIM-2 inhibitor 0.7, IDE cell activ 10.4, IDE inh 0.6, UBC9 SUMO inh 16.3 and p-CIP stab down 8.2.
For O=C(Cc1ccccc1)N/N=C/C=C/c1ccccc1[N+](=O)[O-] the results were CRFBP-R2 block 1.9, IMP-1 inhibitor -2.8, GalR3 antag -1.4, NS3 helicase inh -14.0, VIM-2 inhibitor -2.4, IDE inh -1.6, UBC9 SUMO inh 3.4 and p-CIP stab down -12.2.
For COc1ccc(/C=N/NC(=O)c2cccnc2)cc1CSc1ccccn1 the results were CRFBP-R2 block 8.7, IMP-1 inhibitor -2.2, GalR3 antag -5.3, NS3 helicase inh -2.8, VIM-2 inhibitor -3.5, IDE cell activ 5.6, IDE inh 7.1, UBC9 SUMO inh 23.5 and p-CIP stab down -1.7.
`O=C(NCCC1CCCC1)C1CCC(=O)N(CCCN2CCCC2=O)C1` (stereo not drawn) gave CRFBP-R2 block 4.1, IMP-1 inhibitor 1.2, GalR3 antag -4.6, NS3 helicase inh 3.9, VIM-2 inhibitor 0.1, IDE cell activ 3.2, IDE inh 6.7, UBC9 SUMO inh 13.7 and p-CIP stab down -7.0.
`O=C1N/C(=C/c2cccs2)C(=O)N1Cc1ccc(Br)cc1` gave CRFBP-R2 block -3.6, IMP-1 inhibitor -3.0, GalR3 antag 3.0, NS3 helicase inh 3.3, VIM-2 inhibitor -0.8, IDE cell activ 2.1, IDE inh -1.0, UBC9 SUMO inh 6.3 and p-CIP stab down 1.4.
For Cc1nc2ccccc2c(=O)n1/N=C/c1ccc2ccccc2c1O the results were CRFBP-R2 block -13.8, IMP-1 inhibitor -4.6, NS3 helicase inh -1.3, VIM-2 inhibitor -3.1, IDE cell activ -0.7, IDE inh 1.0, UBC9 SUMO inh -20.1 and p-CIP stab down 5.7.
COc1ccc(Br)cc1C1Nc2cccc3cccc(c23)N1 was read as CRFBP-R2 block -4.5, IMP-1 inhibitor 0.9, GalR3 antag -8.0, NS3 helicase inh 96.9*, VIM-2 inhibitor 1.6, IDE cell activ 3.0, IDE inh 4.9, UBC9 SUMO inh 21.6 and p-CIP stab down -2.5.
Screening CCC(NC(=O)CCc1ccccc1)c1ccccc1 (stereo not drawn) returned CRFBP-R2 block 16.5, IMP-1 inhibitor -2.0, GalR3 antag -2.8, NS3 helicase inh -4.2, VIM-2 inhibitor -2.3, IDE cell activ 2.5, IDE inh 1.4, UBC9 SUMO inh 6.4 and p-CIP stab down 0.1.
Cn1ncc(N=Cc2ccccc2O)c1C(=O)Nc1ccccc1 was read as CRFBP-R2 block -5.2, IMP-1 inhibitor -3.7, GalR3 antag 0.8, NS3 helicase inh 1.7, VIM-2 inhibitor -2.2, IDE cell activ 1.2, IDE inh 3.8, UBC9 SUMO inh 8.3 and p-CIP stab down -3.8.
O=C(Nc1nc(-c2cccs2)cs1)c1ccc(S(=O)(=O)N2CCCC2)cc1 was read as CRFBP-R2 block -1.8, IMP-1 inhibitor -3.1, GalR3 antag -6.5, NS3 helicase inh -0.5, VIM-2 inhibitor -2.0, IDE cell activ -4.3, IDE inh 0.1, UBC9 SUMO inh -3.2 and p-CIP stab down -3.5.
`CCc1cccc(C)c1NC(=O)CCNC(=O)c1cccc(C)c1` gave CRFBP-R2 block 6.5, IMP-1 inhibitor -4.3, GalR3 antag -9.8, NS3 helicase inh 10.6, VIM-2 inhibitor -1.1, IDE cell activ 3.6, IDE inh 7.2, UBC9 SUMO inh -3.2 and p-CIP stab down 19.3.
Screening CCn1c(CNC(=O)c2cccc(C)c2)nc2ccccc21 returned CRFBP-R2 block -20.0, IMP-1 inhibitor -0.8, NS3 helicase inh -1.3, VIM-2 inhibitor -3.8, IDE cell activ -0.4, IDE inh 7.2, UBC9 SUMO inh 0.0 and p-CIP stab down 4.1.
`N=c1c2c(-c3ccccc3)c(-c3ccccc3)n(Cc3ccco3)c2ncn1Cc1ccccc1` gave CRFBP-R2 block -6.1, IMP-1 inhibitor -2.8, GalR3 antag -3.8, NS3 helicase inh -42.0, VIM-2 inhibitor 0.8, IDE cell activ 3.8, IDE inh 0.2, UBC9 SUMO inh 0.5 and p-CIP stab down -14.0.
Screening COc1cc(Cl)c(C)cc1NC(=O)CSc1nnc(-c2ccccn2)n1Cc1ccco1 returned CRFBP-R2 block 30.9, IMP-1 inhibitor -4.5, GalR3 antag -2.3, NS3 helicase inh -14.4, VIM-2 inhibitor -4.1, IDE cell activ 0.7, IDE inh 2.5, UBC9 SUMO inh 2.2 and p-CIP stab down 1.9.
Screening CN(CC(=O)Nc1ccccc1Cl)C(=O)COC(=O)/C=C/c1cccs1 returned CRFBP-R2 block 6.3, GalR3 antag -4.0, IDE cell activ 3.9 and IDE inh -2.8.
For COC(=O)c1cc(C(=O)OCC(=O)Nc2ccccc2OC(F)F)cc([N+](=O)[O-])c1 the results were CRFBP-R2 block 6.0, IMP-1 inhibitor -2.3, GalR3 antag 2.5, NS3 helicase inh 3.6, VIM-2 inhibitor -2.8, IDE cell activ -2.8, IDE inh 2.0, UBC9 SUMO inh -6.3 and p-CIP stab down -0.8.
Screening COc1ccc2nc(NC(=O)c3ccc(NC(=O)C4CCCO4)cc3)sc2c1 (stereo not drawn) returned CRFBP-R2 block -25.2, IMP-1 inhibitor -1.1, GalR3 antag -6.4, NS3 helicase inh -4.7, VIM-2 inhibitor 0.2, IDE cell activ 2.1, IDE inh 2.5, UBC9 SUMO inh 19.5 and p-CIP stab down -16.3.
CCc1nnc(NC(=O)CSc2nc3[nH]c(=O)cc(O)c3s2)s1 was read as CRFBP-R2 block -9.0, GalR3 antag 1.3, IDE cell activ 2.0 and IDE inh -1.3.
For NC(=O)C1(N2CCCCC2)CCN(C(=O)c2ccc(-n3cnnn3)cc2)CC1 the results were CRFBP-R2 block 15.8, IMP-1 inhibitor -3.3, GalR3 antag -1.5, NS3 helicase inh -5.2, VIM-2 inhibitor -1.5, IDE cell activ 2.6, IDE inh 2.0, UBC9 SUMO inh 10.8 and p-CIP stab down 8.4.
For CC(C)(C)CC(C)(C)NC(=O)CSCC(=O)Nc1ccc2ccccc2c1 the results were CRFBP-R2 block -50.9, IMP-1 inhibitor 0.5, GalR3 antag -6.3, NS3 helicase inh -3.2, VIM-2 inhibitor 1.5, IDE cell activ -3.7, IDE inh 8.5, UBC9 SUMO inh -44.6 and p-CIP stab down 4.4.
CC(=O)N/C(=C\c1ccccc1)C(=O)OCC(=O)NC1CCS(=O)(=O)C1 (stereo not drawn) was read as CRFBP-R2 block 1.2, GalR3 antag -5.3, IDE cell activ 4.3 and IDE inh -5.1.
`O=C(NCc1cccs1)c1nc2c(nnn2Cc2ccc(F)cc2)c(=O)[nH]1` gave CRFBP-R2 block 3.1, IMP-1 inhibitor -4.5, GalR3 antag -7.8, NS3 helicase inh 10.8, VIM-2 inhibitor -5.5, IDE cell activ 1.2, IDE inh 3.5, UBC9 SUMO inh 7.4 and p-CIP stab down 3.6.
Screening CCCCNC(=O)CS(=O)Cc1nc(-c2cccc(Cl)c2)oc1C (stereo not drawn) returned CRFBP-R2 block -8.7, IMP-1 inhibitor -1.0, NS3 helicase inh 3.5, VIM-2 inhibitor 1.6, IDE cell activ 5.1, IDE inh -1.6, UBC9 SUMO inh 3.1 and p-CIP stab down -9.1.
Screening CCOC(=O)Nc1ccc2c(c1)N(C(=O)CCN1CCN(CCO)CC1)c1ccccc1CC2 returned CRFBP-R2 block -12.3, IMP-1 inhibitor -4.4, GalR3 antag -5.0, NS3 helicase inh -9.9, VIM-2 inhibitor -2.8, IDE cell activ 2.4, IDE inh 2.5, UBC9 SUMO inh 2.0 and p-CIP stab down -9.8.
For COC(=O)c1c(-c2cccnc2)csc1NC(=O)c1ccc2c(c1)OCO2 the results were CRFBP-R2 block -1.2, IMP-1 inhibitor -1.2, GalR3 antag -2.4, NS3 helicase inh 16.2, VIM-2 inhibitor 4.6, IDE cell activ 2.0, IDE inh -2.8, UBC9 SUMO inh -36.1 and p-CIP stab down 5.5.
CC(Oc1ccc(Cl)cc1)C(=O)OCC(=O)Nc1ncc(Cl)cc1Cl (stereo not drawn) was read as CRFBP-R2 block -30.7, IMP-1 inhibitor -4.5, GalR3 antag -0.7, NS3 helicase inh -4.1, VIM-2 inhibitor -4.0, IDE cell activ 0.6, IDE inh -1.4, UBC9 SUMO inh 2.1 and p-CIP stab down -11.2.
O=c1c2ccccc2nc2c3ccccc3c(NCCO)nn12 was read as CRFBP-R2 block -15.8, IMP-1 inhibitor -0.8, GalR3 antag -1.4, NS3 helicase inh 21.6, VIM-2 inhibitor 0.9, IDE cell activ 4.9, IDE inh 0.8, UBC9 SUMO inh 28.1 and p-CIP stab down -1.3.
CC(=O)C1=C(O)C(=O)N(Cc2cccnc2)C1c1ccc(Cl)cc1 (stereo not drawn) was read as CRFBP-R2 block -1.1, IMP-1 inhibitor -5.6, GalR3 antag -9.1, NS3 helicase inh -0.7, VIM-2 inhibitor -1.9, IDE cell activ 2.3, IDE inh -7.3, UBC9 SUMO inh 12.6 and p-CIP stab down -10.8.
For CCCN1Cc2cccc(C(=O)Nc3cc(OC)cc(OC)c3)c2C1=O the results were CRFBP-R2 block 11.8, IMP-1 inhibitor -1.2, GalR3 antag -4.7, NS3 helicase inh 0.1, VIM-2 inhibitor -0.1, IDE cell activ -6.3, IDE inh 1.6, UBC9 SUMO inh 17.8 and p-CIP stab down -17.4.
